# CHO parental Ca = signal in parental CHO cells, OX1R antagonist counter-screen | 330,000 tested, 0.63% active | inhibition, % at 5.6 µM | parental CHO-K1, ATP-induced calcium, Fluo-8 fluorescence;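 active = inhibition above that plate's mean sample inhibition plus 3 SD, cut at about 26% in these data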;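 also: 0% = ATP-challenged DMSO wells and 100% = DMSO wells without ATP; some compounds past the cut are filed as inactive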
#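 material = parental CHO cells | also added = ATP as calcium-mobilizing challenge | dosing = single point at 5.6 µM | detection = intracellular calcium via Fluo-8 no-wash fluorescent dye | read-out = % inhibition | benchmarks = low control ATP plus DMSO, high control DMSO only | repeats = one well per compound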
# TAAR1 ag = agonists of human TAAR1. Q96RJ0. AID 624467. activation, % at 3 µM. 360,000 tested, 0.99% active. CHO RD-HGA16 TAAR1, Fluo-8 calcium fluorescence; vehicle wells 0%, saturating PEA agonist 100%;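 active = activation above the mean activation of all test compounds in the run plus 3 SD, cut at about 38% in these data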
# Target sequence (Q96RJ0 whole entry, looked up): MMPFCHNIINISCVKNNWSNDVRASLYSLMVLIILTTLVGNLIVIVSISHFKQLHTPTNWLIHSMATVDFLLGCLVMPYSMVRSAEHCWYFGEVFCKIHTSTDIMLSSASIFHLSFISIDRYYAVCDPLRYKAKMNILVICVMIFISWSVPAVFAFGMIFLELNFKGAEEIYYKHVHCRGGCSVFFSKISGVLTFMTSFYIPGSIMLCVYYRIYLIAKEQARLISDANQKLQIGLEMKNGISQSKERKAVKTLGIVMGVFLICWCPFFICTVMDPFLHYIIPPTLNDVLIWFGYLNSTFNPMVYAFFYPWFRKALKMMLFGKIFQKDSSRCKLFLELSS
#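 System: CHO-derived RD-HGA16 cells with stable Gα16 and human TAAR1. Times: 17-24 h plating, Fluo-8 75 min 37 °C, 30 min RT. Measured by: calcium-sensitive Fluo-8 signal, excitation 470-495, emission 515-575 nm. Read-out basis: % activation relative to PEA EC100 response. Control set: DMSO and PEA EC100. Repeats: no replicates (n 1).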
# CHO-K1 Ca antag = nonselective inhibitor or artifact in parental CHO-K1 cells; inhibition, % at 3 µM; 360,000 tested, 0.6% active; ATP-induced calcium, Fluo-8 fluorescence;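 active = inhibition above a per-plate cutoff, the plate's mean sample inhibition plus 3 SD, cut at about 24% in these data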;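 also: 0% = DMSO plus EC80 ATP and 100% = DMSO alone without ATP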
# OXTR potentiator = potentiates the human oxytocin receptor response. activation, % at 3 µM. CHO-OTR cells, Fluo-8 calcium fluorescence, potentiator mode; 0% = oxytocin EC15, 100% = EC100. 320,000 tested, 0.061% active. AID 2445. P30559;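 active = activation above that plate's cutoff, the mean activation of tested compounds plus 3 SD, cut at about 6.6% in these data, passing the limit was not always enough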;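 also: 100% uses oxytocin at 75 nM as the full agonist control; some results filed as inactive read as strong as hits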
#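 Material: CHO-OTR cells, human receptor; compound dosing: single dose, 3.0 µM nominal final compound concentration; schedule: 6 min compound pre-incubation at room temperature, 100 s kinetic read; measured by: kinetic Fluo-8 calcium fluorescence; read-out basis: % activation vs EC15 and EC100 oxytocin; controls: EC15 oxytocin alone as 0%, 75 nM oxytocin as 100%; replicates: singlicate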
# CHRM1 antagonist = blocks human M1 muscarinic receptor; inhibition, % at 3 µM; 360,000 tested, 1.3% active; AID 588852; P11229; CHO-K1 hM1, Fluo-8 calcium fluorescence, ACh EC80 antagonist;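 active = percent inhibition above its own plate's cutoff, namely the mean of that plate's compound wells plus 3 SD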;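 also: peak over basal fluorescence ratio during 140 s after agonist addition; 0% = ACh EC80 plus DMSO and 100% = DMSO alone without agonist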
# Target sequence (P11229 whole entry, looked up): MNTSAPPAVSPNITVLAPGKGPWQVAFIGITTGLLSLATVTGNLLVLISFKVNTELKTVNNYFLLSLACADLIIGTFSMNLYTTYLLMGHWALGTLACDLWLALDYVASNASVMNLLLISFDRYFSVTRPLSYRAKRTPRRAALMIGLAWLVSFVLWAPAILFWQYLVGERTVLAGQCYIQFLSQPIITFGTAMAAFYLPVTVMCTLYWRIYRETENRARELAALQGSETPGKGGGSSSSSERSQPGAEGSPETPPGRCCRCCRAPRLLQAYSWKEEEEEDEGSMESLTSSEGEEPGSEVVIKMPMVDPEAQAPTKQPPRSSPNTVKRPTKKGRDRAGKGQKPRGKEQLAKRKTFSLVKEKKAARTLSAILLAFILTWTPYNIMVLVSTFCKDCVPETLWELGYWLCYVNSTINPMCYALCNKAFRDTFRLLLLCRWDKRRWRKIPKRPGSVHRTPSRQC
# CHO-K1 Ca ag = M1 agonist counterscreen hit in parental CHO-K1 cells; Fluo-8 calcium fluorescence; scaled to maximal ATP response, vehicle zero; activation, % at 3 µM; 360,000 tested, 0.48% active; AID 602248; in the data active = activation above about 15%;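 also: untransfected CHO-K1 host cells lacking M1 receptor as counterscreen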
# M1 PAM parental = counter-screen for M1 PAMs: effect in parental CHO-K1 cells; activation, % at 3 µM; ATP EC20, Fluo-8 calcium fluorescence; 0% at ATP EC20, 100% at ATP max; 360,000 tested, 0.02% active;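 active = activation above the run cutoff, the mean activation of all test compounds plus 3 SD, cut at about 40% in these data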;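 also: peak over basal fluorescence ratio in a 140 s read after ATP addition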
# CHRM1 agonist = agonists of human M1 muscarinic receptor; activation, % at 3 µM; CHO-K1 hM1, Fluo-8 calcium fluorescence, agonist mode; 0% DMSO, 100% acetylcholine EC100; 360,000 tested, 0.33% active; P11229;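 active = activation above the run's mean compound activation plus 3 SD, cut at about 16% in these data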;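 also: peak over basal fluorescence ratio within a 140 s kinetic read after compound addition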
# TAAR1 antagonist = antagonists of human TAAR1. Q96RJ0. inhibition, % at 3 µM. CHO RD-HGA16 TAAR1, Fluo-8 calcium fluorescence, antagonist. AID 624466. 360,000 tested, 1.5% active;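 active = inhibition above a per-plate cutoff, the mean inhibition of test compounds on that plate plus 3 SD, cut at about 49% in these data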;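 also: 0% = DMSO plus EC80 beta-PEA response and 100% = DMSO alone without agonist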
#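 Material: RD-HGA16 CHO cells with stable hTAAR1 and Gα16; Dosing: single nominal final test compound concentration of 3 µM; Schedule: seeding 17-24 h prior, 75-min 37 °C, 30-min RT dye loading; Detection: kinetic Fluo-8 calcium fluorescence measurement; Measure: % inhibition from peak post-agonist over basal fluorescence ratio; Benchmarks: vehicle and agonist controls.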
# Active calls of the source: *; . = not tested or not shown.
SMILES,CHO parental Ca,TAAR1 ag,CHO-K1 Ca antag,OXTR potentiator,CHRM1 antagonist,CHO-K1 Ca ag,M1 PAM parental,CHRM1 agonist,TAAR1 antagonist
Cc1c(Cc2ccccc2)c(=O)oc2cc(OCC(=O)NCC3CCC(C(=O)O)CC3)ccc12 (stereo not given),-4,3,11,-1,2,-0.7,-4,7,-7
O=S(=O)(Cc1ccc(Cl)cc1)N1CCN(Cc2ccc3c(c2)OCO3)CC1,-14,6,0,-2,21,0.4,-10,0,-19
COc1cc2c(cc1OC)CN(C(=O)c1cc(S(=O)(=O)N3CCCCC3)ccc1Cl)CC2,-22,1,5,2,15,1.3,-13,-2,-8
COC(=O)/C(C#N)=C/c1c(Oc2cc(C)cc(C)c2)nc2ccccn2c1=O,-12,4,-8,-1,4,0.3,13,-3,-33
COc1ccc(/C=C/C(=O)Nc2nc(C)cc(C)n2)cc1OC,-13,11,-7,-9,-9,0.1,17,-3,19
CC(=O)Nc1ccc(NC(=O)C2CCCN(c3ncccn3)C2)cc1 (stereo not given),-12,2,3,-9,-11,0.0,-3,-3,-8
COc1ccc(NC(=O)C2OC3OC(C)(C)OC3C3OC(C)(C)OC23)cc1 (stereo not given),-11,2,-12,3,0,1.2,21,-3,-1
CCC1Sc2ccc(S(=O)(=O)CCC(=O)NCc3ccc(C)o3)cc2NC1=O (stereo not given),-19,1,-11,-2,5,1.3,9,-4,-11
O=C(NCc1cc(Cl)cc(Cl)c1)c1csc(COCCO)n1,.,6,4,.,-2,1.1,-11,-4,-16
Cc1cccc(C(=O)Nc2ncc(CN3CCOCC3)s2)c1,-3,8,-20,-1,20,0.0,5,-1,8
CCOc1cc(S(=O)(=O)Nc2ccc(CC)cc2)ccc1Cl,42*,0,-2,-10,4,2.6,12,-6,14
COc1ccc(CN2CCn3nc(C(=O)NC(C)C)cc3C2=O)cc1,-5,5,-8,2,0,0.8,14,-10,14
CCCC(=O)Nc1ccc(N2CCN(C(=O)c3cc4ccccc4o3)CC2)cc1,-22,27,-22,-6,-10,2.3,-14,-3,-29
CCOc1ccc(C(=O)OCC(=O)Nc2ccc(SC(F)F)cc2)cc1OCC,25*,2,7,-6,6,0.2,-8,-4,33
COc1ccc(Cn2nnnc2CN(Cc2cc3cccc(C)c3[nH]c2=O)C2CCCC2)cc1,-21,14,-15,-13,-17,2.0,-9,-3,49
CCN(CC)C(=O)c1[nH]cnc1C(=O)Nc1cccc(C)c1,-11,3,-15,0,6,0.7,25,-3,7
COC(=O)C(NC(=O)C(C)Oc1ccccc1)C(C)C (stereo not given),-6,.,-6,2,-2,-0.3,-2,-2,.
CNC(=O)NC(=O)C(NC1CCCc2ccccc21)c1ccccc1 (stereo not given),-18,2,-3,-12,-1,-0.1,-20,-3,-16
CCc1ccc(OCCNC(=O)OCc2ccccc2)cc1,15,0,-3,-8,-10,0.5,1,-3,-22
CCC1CCCCN1CCCNC(=O)CCC(=O)N1CC(C)Oc2ccccc21 (stereo not given),-16,3,3,-6,17,-0.5,-2,-13,-20
O=C(NCc1ccco1)c1ccccc1Br,-1,0,-15,4,-2,-0.2,10,8,0
CC(Nc1nc(N2CCOCC2)nc2ccccc12)c1ccccc1 (stereo not given),-13,-1,2,-1,35,6.0,3,-3,-18
Cc1ccc(C(=O)CSc2nccn2-c2ccccc2)cc1,-12,20,-8,-8,0,0.4,15,-5,-14
CCCCN(C)S(=O)(=O)c1ccc(C(=O)Nc2nnc(CSC)o2)cc1,-14,7,-3,-1,-18,0.0,14,1,4
NC(=O)c1ccc(NC(=O)CNc2cc(S(=O)(=O)N3CCOCC3)ccc2N2CCCC2)cc1,.,-1,8,.,-3,-0.1,-15,-7,8
CC(C)CC1NC(=O)c2cccnc2-n2c1nc1cc(F)ccc1c2=O (stereo not given),.,-1,8,.,-15,-0.4,-2,-5,-7
CSc1ccc(Cn2c(C)c(C(=O)NCc3ccc(Cl)c(Cl)c3)sc2=O)cc1,.,1,-11,.,5,1.6,24,-2,19
CC(C)[C@H](NC(N)=O)C(=O)Nc1ccc(Oc2ccccc2)cc1,-13,4,-6,-3,-4,-0.2,12,-14,-11
COc1ccccc1CNc1nc(C)c(C(=O)N(C)C)s1,.,0,-4,.,-19,1.9,3,-3,-5
CCCC(C(=O)NCc1ccco1)N(C(=O)CNS(=O)(=O)c1ccc(Cl)cc1)C1CCCC1 (stereo not given),-35,9,2,-14,-10,0.8,-2,-5,-22

# Entries of single compounds as entered above. Screens in order: CHO parental Ca | TAAR1 ag | CHO-K1 Ca antag | OXTR potentiator | CHRM1 antagonist | CHO-K1 Ca ag | M1 PAM parental | CHRM1 agonist | TAAR1 antagonist
# Cc1c(Cc2ccccc2)c(=O)oc2cc(OCC(=O)NCC3CCC(C(=O)O)CC3)ccc12 (stereo not given) reads -4 | 3 | 11 | -1 | 2 | -0.7 | -4 | 7 | -7
# CC(Nc1nc(N2CCOCC2)nc2ccccc12)c1ccccc1 (stereo not given) reads -13 | -1 | 2 | -1 | 35 | 6.0 | 3 | -3 | -18
# CCCC(C(=O)NCc1ccco1)N(C(=O)CNS(=O)(=O)c1ccc(Cl)cc1)C1CCCC1 (stereo not given) reads -35 | 9 | 2 | -14 | -10 | 0.8 | -2 | -5 | -22
# CCC1Sc2ccc(S(=O)(=O)CCC(=O)NCc3ccc(C)o3)cc2NC1=O (stereo not given) reads -19 | 1 | -11 | -2 | 5 | 1.3 | 9 | -4 | -11

# More entries follow:
SMILES,CHO parental Ca,TAAR1 ag,CHO-K1 Ca antag,OXTR potentiator,CHRM1 antagonist,CHO-K1 Ca ag,M1 PAM parental,CHRM1 agonist,TAAR1 antagonist
CCOc1cccc(/C=C/c2ccc3cccc(O)c3n2)c1OC,48*,2,3,-8,10,4.2,1,-2,37
Cc1onc(-c2c(F)cccc2Cl)c1C(=O)N1CCCCC1,-22,5,8,-1,-2,0.4,-23,-1,-7
Cc1ccc(C)c(CN2CCC(CNC(=O)Nc3cccc(Cl)c3C)CC2)c1,-22,10,-13,-15,-2,9.7,10,-7,0
O=C(CN1CCOCC1)Nc1ccc2c(c1)OCCO2,1,1,-1,-5,0,0.4,13,-2,-9
N#C/C(=C\c1ccccc1)C(=O)Nc1nncs1,-14,12,-13,-7,-10,1.1,20,-3,-13
Cc1ccc(C(C(=O)NCc2ccccc2)N(C(=O)c2ccccn2)c2ccccc2)o1 (stereo not given),-19,18,-6,-10,2,6.8,-24,0,8
COc1ccc(Br)cc1C(=O)Nc1cc(C)cc(C)c1,2,2,-6,-2,3,0.9,12,-4,-11
Cc1cccnc1NC(=O)c1ccc(S(=O)(=O)NCc2ccco2)cc1,-20,2,-17,0,-8,2.2,25,-3,-18
O=C(NC1CCCCC1)C(c1ccco1)N(C(=O)c1csnn1)c1cccc(F)c1 (stereo not given),-19,2,-13,1,-18,0.4,10,-3,-10
CC(C)(C)OC(=O)N1CCC[C@H]1C(=O)Nc1ccc(Br)cc1,-18,5,7,-6,11,0.8,3,-4,4
C=CCNC(=O)C1CC(=O)N(c2ccc(OCC(=O)Nc3ccc(Cl)cc3)cc2)C1 (stereo not given),-4,0,-9,-10,-4,2.9,-6,-4,-18
O=C(Cn1c(C(=O)N2CCN(C3CCCC3)CC2)cc2sccc21)c1ccccc1,-16,5,-18,-1,-3,3.8,22,-12,8
NC(=O)c1ccsc1NC(=O)CCS(=O)(=O)c1ccccc1,-7,2,-16,-16,-5,3.1,23,-1,-2
CCN(Cc1cccs1)C(=O)c1cccc(S(=O)(=O)N2CCN(C)CC2)c1,-14,-3,-19,2,-5,0.3,-4,-8,-5
CSC1=NSC2=NC(=O)/C(=C/c3coc4ccc(O)cc4c3=O)C(=N)N12,37*,412*,35*,-19,34*,27*,-4,42*,109*
COc1ccccc1CNC(=O)COc1cccc(-n2cnnn2)c1,-11,1,-12,-6,-4,1.2,12,-3,0
O=C(Cn1ncn2c(cc3sccc32)c1=O)NC1CCCC1,-5,3,-19,-2,-18,-0.2,15,0,-13
Cc1c(Cc2ccccc2)c(=O)oc2c(O)c(O)ccc12,.,3,-3,.,0,2.0,6,-3,16
COc1ccc(C(=O)Nc2ccc(NC(C)=O)cc2)cc1S(=O)(=O)N1CCCC1,0,8,-14,-2,-1,0.3,20,-5,-18
Cc1ccc(/C=C/C(=O)NC(=S)N2CCN(C)CC2)cc1,-21,3,-3,-1,-9,-0.6,18,-11,5
COc1ccc2sc(-c3ccccc3OC)c(-c3ccc(OCCN4CCOCC4)cc3)c2c1,-17,.,-16,.,3,0.6,16,-4,.
O=C(O)CNS(=O)(=O)c1cccc(Cl)c1,4,2,-8,-2,-9,0.0,13,-1,-9
CCCCCCCCN1[C@@H](CC(=O)OCC)c2ccc(C(F)(F)F)cc2S1(=O)=O,17,0,-14,-11,6,0.4,5,-6,2
CCCCCC(O)CCC(=O)NNC1=CC(=O)CC(C)(C)C1 (stereo not given),-6,1,-10,2,-7,0.1,11,-3,1
Cn1c(=O)c([N+](=O)[O-])c(NCc2ccc3c(c2)OCO3)c2ccccc21,-29,0,-6,-6,-7,1.8,7,-6,-18
Cc1ccc(C(=O)N/C(=C\c2ccc(F)cc2)C(=O)NCCCn2ccnc2)cc1,-11,0,-5,-8,-15,0.3,11,-3,-3
COc1cc(C2C(C(=O)c3cc4ccccc4o3)=C(O)C(=O)N2CCN2CCOCC2)ccc1OCCC(C)C (stereo not given),.,-1,-6,.,-5,0.4,-4,-3,-11
COc1ccc(CC(=O)N2CCN(c3ccc(F)cc3)CC2)cc1,-6,2,2,-6,-2,1.2,12,-4,2
CS(=O)c1ccccc1O (stereo not given),5,10,-2,-6,-2,-0.2,-5,-6,-11
COCCn1c(C)cc(C(=O)CN2C(=O)NC3(CCCCCCC3)C2=O)c1C,-15,2,-26,-2,-13,1.5,10,-4,-9
O=C(Cc1ccc(S(=O)(=O)N2CCOCC2)s1)N1CCN(S(=O)(=O)c2cccc([N+](=O)[O-])c2)CC1,-2,2,1,-3,-6,1.6,9,-4,3
CN(C)C(CNC(=O)c1cccc(OC(F)F)c1)c1ccco1 (stereo not given),-11,3,-6,-3,-2,0.0,22,-15,-27
CN(C)S(=O)(=O)c1ccc(N2CCCC2)c(C(=O)NNC(=O)c2ccccc2)c1,-20,4,4,-4,-6,0.0,4,0,-7
CCN1CCN(c2ccc(S(=O)(=O)N3CCOCC3)cc2NC(=O)/C=C/c2ccc(C)cc2)CC1,-16,3,-1,-6,-7,0.5,-20,-5,-29
COc1ccc(CN(C)C(=O)c2cccc(S(=O)(=O)NCc3ccccc3)c2)cc1F,.,2,-19,.,-18,0.9,21,-2,-7

# Screens deposited in PubChem BioAssay by The Scripps Research Institute Molecular Screening Center.
